TAG inh – inhibitors of triacylglycerol accumulation. H9c2 cells, Nile Red lipid (TAG) fluorescence; cells loaded with 200 µM oleic acid. inhibition, % at 12.5 µM. AID 651582. 230,000 tested, 0.66% active;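 active = pattern-corrected inhibition of lipid staining of at least 50% with the nuclear-stain viability signal not falling by more than 50%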;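 also: 0% = DMSO wells and 100% = triacsin C control wells; some results filed as inactive read as strong as hits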
TAG inh DAPI viability – recorded beside TAG inh, whose call it bears; DAPI nuclei signal change (viability), lower = more cytotoxic, %;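 whole-well DAPI fluorescence read on a plate reader as a viability signal; minus 50 percent equals half of cells still viable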
* hit, by the source's call. Only part of the results is shown (hit frequency here may not be typical).

Molecule	TAG inh	TAG inh DAPI viability
N#CCCN(Cc1cccnc1)C(=S)Nc1ccc(OC(F)F)cc1	11	-18
CC1CN(C(=O)/C=C/c2ccc([N+](=O)[O-])s2)CC(C)O1 (configuration not stated)	16	1
CN(C)c1ccc(/C=C/C=N/Nc2nc(N3CCOCC3)nc(N3CCOCC3)n2)cc1	9	14
c1ccc(C2c3[nH]c4ccccc4c3CCN2Cc2cccn2-c2cccnc2)nc1 (configuration not stated)	-1	13
CSc1ccccc1C(=O)OCC(=O)Nc1c(C)n(C)n(-c2ccccc2)c1=O	-24	19
COc1ccc(OC)c(C(O)c2nc3ccccc3n2C(C)C)c1 (configuration not stated)	-21	10
OC(CNCC1CCCO1)Cn1c2ccccc2c2ccccc21 (configuration not stated)	12	-6
CCCn1c(SCc2ccc(Cl)cc2)nc2c1c(=O)[nH]c(=O)n2C	-159	-8
O=C1CC(N(O)c2ccccc2)C(=O)N1Cc1ccccc1 (configuration not stated)	-3	-1
COc1cc(C)nc(N(Cc2ccccc2)S(=O)(=O)c2ccccc2)n1	-7	-5
O=C(O)CCn1[nH]c(=O)c2ccccc2c1=O	-5	5
COC(=O)c1cc(NC(=O)c2ccccc2)c(=O)oc1C/C=N\OCc1ccc(Cl)cc1Cl	-26	5
O=C(CCl)N(CCCNC(=O)C(F)(F)F)c1ccc([N+](=O)[O-])cc1	68*	-12*
Cc1cc2ncn(CS(C)(=O)=O)c2cc1C	-35	4
Cc1ccsc1C(=O)N1CCC1(C)C(=O)NS(=O)(=O)c1ccc(Br)cc1 (configuration not stated)	7	3
COc1ccc(CN2[C@@H](CC(=O)O)c3cc(F)ccc3S2(=O)=O)cc1	-10	7
CC1Cc2ccccc2N1C(=O)CCNS(=O)(=O)c1cccc2nsnc12 (configuration not stated)	5	-3
O=C(Cn1nc(-c2nn(CC(=O)c3ccccc3)c3[n+]2CCCCC3)[n+]2c1CCCCC2)c1ccccc1	-3	18
CCCCN(C=O)c1c(CC)nc2ccc(C(=O)NCc3ccc4c(c3)OCO4)cn12	4	2
Cc1ccc(NC(=O)c2sc(=S)n(-c3cc(C)ccc3F)c2N)cc1	-7	9
Cc1ccc(C2=NC3(CCCCC3)N=C2SCC(=O)Nc2ccc3c(c2)OCCO3)cc1	29	1
CC(Sc1nnc(-c2ccccc2F)n1N)C(=O)NCC1CCCO1 (configuration not stated)	5	2
COc1ccc(NC(=O)c2ccc(Cc3ccc(C)cc3)o2)cc1	-68	-5
CC1(C(=O)Nc2ccc3c(c2)OCO3)Cc2c(-c3cccc(C(F)(F)F)c3)ccnc2O1 (configuration not stated)	-4	5
C=CCn1cnc2scc(-c3ccc(C)cc3)c2c1=O	-18	-1
CCC(C)NC(=O)C(Cc1ccccc1)n1cccc1 (configuration not stated)	-1	2
Cc1ccc2nsnc2c1NC(=O)COc1ccccc1	-21	10
CCOc1ccc(N2C(=O)CC(N(CCc3ccc(S(N)(=O)=O)cc3)C(C)=O)C2=O)cc1 (configuration not stated)	-8	-4
COc1cc(/C=C/C(=O)OCC(=O)NC(=O)C2COc3ccccc3O2)ccc1OC(F)F (configuration not stated)	22	-11
COc1cc(NC2c3ccccc3C(=O)N2Cc2ccccc2Cl)cc(OC)c1OC (configuration not stated)	-5	1
CCNC(=S)N/N=C(\C)c1ccc2ccccc2c1OC(F)F	0	-3
Cc1ccc(NC(=O)OCCN2CCN(Cc3ccccc3)CCC2=O)cc1	26	0
O=C(Nc1ccc(F)cc1)C1CCCO1 (configuration not stated)	2	-7
CC(=O)Nc1ccc(NC(=O)C(C)OC(=O)CNS(=O)(=O)c2cccc(Cl)c2)cc1 (configuration not stated)	1	14
Cc1cc(C)c2[nH]c(=S)cc(C)c2c1	-9	6
COC(=O)Cc1ccc(OCC(=O)NC2CCCC2)cc1	0	3
C[C@H](NC(=O)c1nc[nH]c1C(=O)NCC(=O)OC(C)(C)C)C(=O)OCc1ccccc1	-5	1
CC(=C/c1ccccc1)/C=N/N1CCN(Cc2ccc(C)cc2)CC1	1	7
C=C(C)C(=O)N1CC2(CC(c3cccc(NC(=O)c4ccccc4)c3)=NO2)C[C@@H]1C(N)=O (some centres not stated)	6	7
CCN(C(=O)CN1CCN(C)CC1)c1c(N)n(Cc2ccccc2)c(=O)[nH]c1=O	-8	2
CN1CCN(CCP(=O)(c2ccccc2)c2ccccc2)CC1	-9	-7
CSc1nsc2nc(=O)c(/C=C3\C(C)=Nc4ccccc43)c(N)n12	-1	3
COC(=O)CSc1cc(C)nc2ccc(OC)cc12	-16	1
COc1ccc(CN2CCN(Cc3ccc(CO)o3)CC2CCO)cc1C (configuration not stated)	5	4
CCOc1ccc(-n2c(-c3ccc(Br)cc3)c[n+]3c2CCCCC3)cc1	-11	5
CSc1ccc(CN2CCC(C)(Oc3ccc4ccccc4c3)C2)cc1 (configuration not stated)	-19	11
CCOC(=O)N1CCN(C(=O)c2ccccc2NC(=O)COc2ccccc2)CC1	-12	7
Cc1ccc([N+](=O)[O-])cc1S(=O)(=O)Nc1ccc(C(=O)N(C)C)cc1	-5	6
CCC(C(=O)Nc1ccccc1-c1ccccc1)c1ccccc1 (configuration not stated)	-11	-1
Cc1ccc2nc(NC(=O)CSc3ncnc4c3oc3ccccc34)sc2c1	-2	1
Cc1cccc(NC(=O)c2csnn2)n1	15	-7
CCc1nc2c(OCc3ccc(Cl)cc3)cccn2c1N(C)C(=O)c1ccccc1F	17	-26
COc1cccc(NC(=O)C2(C)CCCN(C(C)C)C2)c1 (configuration not stated)	-17	7
CN=C(N)NCCC[C@H](N)C(=O)O	4	-6
OC(c1ccc(F)cc1)c1nc(-c2cncnc2)cs1 (configuration not stated)	-1	-6
O=C(Nc1ccc2c(c1)OCCO2)c1cccnc1Oc1ccc(Cl)cc1	8	-6
O=C(CN1CCN(C(=O)CNC(=O)c2ccc3c(c2)OCO3)CC1)Nc1ccc(F)cc1	-8	-2
O=C(OCCCOC(=O)c1cc[n+]([O-])cc1)c1cc[n+]([O-])cc1	-2	-2
COC(=O)C(C)Sc1nnc(Cc2cc(=O)[nH]c(=O)[nH]2)n1-c1cc(C)ccc1C (configuration not stated)	2	10
COc1cccc(CNC(=O)[C@H](C)NC(=O)N2CC(=O)Nc3ccccc32)c1	3	8

Later entries:
Molecule	TAG inh	TAG inh DAPI viability
Cc1sc2ncnc(N3CCC(C(=O)N4CC(C)SC4=Nc4ccc(Cl)cc4)CC3)c2c1C (configuration not stated)	-19	3
CCOc1ccc(C(C)=O)cc1CN1C(=O)C(=O)N(CC)C1=O	0	10
C[C@H](CO)N1C[C@H](C)[C@@H](CN(C)C(=O)Nc2ccc(C(F)(F)F)cc2)Oc2c(NC(=O)NC3CCCCC3)cccc2C1=O	31	-3
CCOc1cc(/C=N/NC(=O)c2c(C)nc3ccc(Cl)cn23)ccc1O	-2	3
Cc1cccnc1NC(=O)CCn1c(=O)oc2ccccc21	19	2
CN(CC(=O)Nc1c(Cl)cccc1Cl)C(=O)c1ccccc1SCC(=O)N1CCCC1	3	-2
COc1ccc(NC(=O)Nc2nnc(C(C)(C)C)s2)cc1	8	0
CCCCCCSc1ccc(-c2nc3ccc(C)cn3c2NCc2ccccc2)cc1OC	7	-1
COC(=O)c1cccc(N2C(=O)c3cccnc3C2=O)c1	-6	4
Cc1cccc(C)c1NC(=O)COC(=O)c1cc[n+]([O-])cc1	0	-5
COc1cccc(CN(C)C(=O)/C=C/c2ccc(S(=O)(=O)N3CCCCCC3)cc2)c1	-15	-9
CCOC(=O)C1=C(C)NC(=O)NC1c1ccc(-c2ccc(F)cc2)o1 (configuration not stated)	4	-3

Four entries picked at random from the list so far, as already listed:
Molecule	TAG inh	TAG inh DAPI viability
COC(=O)c1cccc(N2C(=O)c3cccnc3C2=O)c1	-6	4
CN(CC(=O)Nc1c(Cl)cccc1Cl)C(=O)c1ccccc1SCC(=O)N1CCCC1	3	-2
CCOc1cc(/C=N/NC(=O)c2c(C)nc3ccc(Cl)cn23)ccc1O	-2	3
COc1ccc(NC(=O)Nc2nnc(C(C)(C)C)s2)cc1	8	0

(next part)
Molecule	TAG inh	TAG inh DAPI viability
CN(C)CCCNc1oc(/C=C/c2ccccc2)nc1C#N	-16	10
CC(C)c1ccc(C(O)P(=O)(OCc2ccccc2)c2ccc(N(C)C)cc2)cc1 (configuration not stated)	-9	0
CCN(CC)S(=O)(=O)c1ccc(=O)[nH]c1	2	-18
CN1CCN(C(c2ccccc2)c2ccc(Cl)cc2)CC1 (configuration not stated)	-37	15
Cc1cccc(-c2nc(CS(=O)CC(=O)N3CCN(C)CC3)c(C)o2)c1 (configuration not stated)	7	3
CC(=O)Nc1ccc(-c2ccnc3c2CC(C(=O)Nc2cccc(N(C)C)c2)O3)cc1 (configuration not stated)	11	-12
O=c1[nH][nH]c(C(F)(F)F)c1C=NCc1ccccc1Cl	6	-6
O=C(N/N=C/c1cccc(C(F)(F)F)c1)c1cc2c(s1)-c1ccccc1CC2	-13	13
Cc1ccc(C(=O)C(O)C(c2ccc(C)cc2)N2CCCCC2)cc1 (configuration not stated)	-5	9
CCOc1ccc(NC(=O)C2CC(=O)N3CCCN=C3S2)cc1 (configuration not stated)	6	12
C=CC[C@H](CC(=O)N(CCO)Cc1ccccc1)C(=O)NCCOC(=O)[C@@H](CC=C)Cc1ccc(F)cc1	7	-5
Cn1c(=O)c2c(nc(NCc3ccccc3)n2C)n(C)c1=O	-43	9

Compound profiles, as listed above:
Profile of Cc1ccc(C(=O)C(O)C(c2ccc(C)cc2)N2CCCCC2)cc1 (configuration not stated) : TAG inh = -5; TAG inh DAPI viability = 9
Profile of CN1CCN(C(c2ccccc2)c2ccc(Cl)cc2)CC1 (configuration not stated) : TAG inh = -37; TAG inh DAPI viability = 15
Profile of Cn1c(=O)c2c(nc(NCc3ccccc3)n2C)n(C)c1=O : TAG inh = -43; TAG inh DAPI viability = 9

(further entries)
Molecule	TAG inh	TAG inh DAPI viability
CN(C)C(=O)COC(=O)[C@H](Cc1ccccc1)NC(=O)c1ccco1	-3	1
CCOC(=O)N1CCC(n2c(SCC(=O)N3CCC(C)CC3)nc3ccccc3c2=O)CC1	29	-6
COC(=O)c1ccc(C(NC(=O)c2cccnc2)NC(=O)c2cccnc2)cc1	-11	-6
O=C(Cn1cc(C(=O)c2ccco2)c2ccccc21)NCc1ccco1	-25	18
COc1ccc(S(=O)(=O)NCc2ccncc2)cc1NC(=O)c1ccc(Cl)cc1	-5	-5
O=C(CN(Cc1ccco1)C(=O)Cn1nnc(-c2cccs2)n1)NCC1CCCO1 (configuration not stated)	-9	5
O=C(NCC1CCCO1)c1ccc2ccccc2n1 (configuration not stated)	-1	7
CCc1ccccc1Nc1ccc(C(=O)O)cc1N	8	-10
COCC(C)n1c(C)cc(C(=O)COC(=O)c2cccn2C)c1C (configuration not stated)	6	-7
CCOC(=O)/C=C/C(=O)Nc1cccc([N+](=O)[O-])c1	-12	3
O=C(Cc1ccccc1)NCC(=O)N1CCN(Cc2cccc(Cl)c2)CC1	5	6
COc1ccc2[nH]c(C(=O)Nc3ncc(C)cc3Br)cc2c1	9	0
CC1(C)CC(=O)C(CC2=C(O)CC(C)(C)CC2=O)C(=O)C1	5	-7
COc1ccc(C)cc1S(=O)(=O)N(CC(=O)NCc1ccco1)c1ccc(C)cc1	-11	1
COc1ccccc1NC(=O)COc1ccc(C(=O)NCC2CCCO2)cc1OC (configuration not stated)	-11	-7
COc1ccc(S(=O)(=O)NCC2CCCN(C(=O)c3cccs3)C2)cc1 (configuration not stated)	-1	-9
COCCN1C(=O)CC(NNC(=O)c2ccc(S(=O)(=O)N3CCCC3)cc2)C1=O (configuration not stated)	-7	5
CC(C)Cc1nc2sc3c(c2c(=O)n1N)CC(C)(C)OC3	-19	4
O=C(Oc1cccc(-n2cnnn2)c1)c1ccco1	-10	4
CC(C)Oc1cc(F)ccc1-c1cc(C(=O)Nc2ccc(F)cc2)[nH]n1	-20	8
CN(CC1CCOCC1)C(=O)CC1C(=O)NCCN1C/C=C/c1ccccc1 (configuration not stated)	5	0
O=c1[nH]c(-c2ccc(-c3cccc(Cl)c3)o2)nc2ccccc12	-12	145
O=C(Cn1cnc2c(OCc3ccccc3)ncnc21)NCCN1CCOCC1	2	3
Cc1cc(NC(=O)c2noc3c2CCc2ccccc2-3)n(-c2ccccc2)n1	1	4
O=C1c2ccccc2S(=O)(=O)c2cc(-c3nn[nH]n3)ccc21	7	1
Cn1c(=O)c2cc(NC(=O)OCCF)ccc2n1Cc1cccc(C(F)(F)F)c1	-7	31
CC(=O)c1ccc(NC(=O)C(C)Oc2ccc(N(C)S(=O)(=O)c3ccc(C)cc3)cc2)cc1 (configuration not stated)	-37	3
CCC(C)OC(=O)C1C(c2ccccc2)C(C(=O)O)C1c1ccccc1 (configuration not stated)	-14	6
COc1ccc(-c2oc3ccccc3c2C#Cc2cncn2C)cc1	46	-7
Cc1ccc(NC(=O)C2CCC(C(C)(C)C)CC2)cc1S(=O)(=O)N1CCOCC1 (configuration not stated)	-18	3
CC12CCC(=O)N1C(C(=O)Nc1ccc(F)c(Cl)c1)CS2 (configuration not stated)	-5	1
Cc1ccccc1NC(=S)N(CCc1c(C)[nH]c2ccc(F)cc12)Cc1ccncc1	0	13
Cc1[nH]n(-c2ccc(Cl)cc2)c(=O)c1N=Nc1cccnc1	-5	-6
